# Screening results deposited in PubChem BioAssay by National Center for Advancing Translational Sciences (NCATS).
# aGal spleen mod = alpha-galactosidase A (human) modulation; P06280; human spleen homogenate, 4MU-alpha-Gal fluorescence, 40 min; Potency, µM (top dose mostly 80 µM), for inactives: at the top dose activity change, negative = inhibition, actives largely listed as inhibitors; actives 0.008% (n = 240,000); AID 2107;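 note: potency is the fitted concentration of half-maximal effect; 0% = enzyme with vehicle and -100% = no enzyme basal signal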
# Target sequence (P06280 32-429 limits assumed): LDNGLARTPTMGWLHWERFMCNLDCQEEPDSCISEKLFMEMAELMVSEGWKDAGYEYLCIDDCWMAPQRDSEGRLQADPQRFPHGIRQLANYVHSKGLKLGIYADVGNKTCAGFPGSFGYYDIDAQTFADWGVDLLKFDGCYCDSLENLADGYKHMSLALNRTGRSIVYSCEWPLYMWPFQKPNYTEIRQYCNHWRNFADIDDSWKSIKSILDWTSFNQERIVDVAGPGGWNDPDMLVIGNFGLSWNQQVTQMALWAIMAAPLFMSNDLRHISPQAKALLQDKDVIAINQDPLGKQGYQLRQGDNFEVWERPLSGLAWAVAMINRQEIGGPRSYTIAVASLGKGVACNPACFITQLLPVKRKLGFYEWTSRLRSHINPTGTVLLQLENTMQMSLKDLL
#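 Human spleen homogenate (1 ug) as enzyme source, 4-methylumbelliferyl-alpha-D-galactopyranoside 1 mM final, citrate/phosphate pH 5.0 with 0.01% Tween-20. Compounds 40 min at 37C, NaOH/glycine stop; fluorescence Ex 365/Em 440, Hill-fit AC50.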
# Tau fluor cs = counter-screen for tau fibril formation inhibitors | Potency, µM (titrated, usually from 57.7 µM), inactives show top-dose activity change, negative = decrease | tau K18 P301L (four-repeat tau fragment) Alexa594 fluorescence, heparin fibrillization | actives 0.93% (n = 280,000); note: potency is the fitted concentration of half-maximal effect; % is set by controls: 0 for no effect and ±100 for the full control effect; nearly all actives have a fitted effect of over 55% in size
#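 Human K18 P301L tau (15 uM unlabeled plus 0.24 uM Alexa 594-labeled, final) in 100 mM sodium acetate pH 7 was mixed with compound and 20 uM heparin and incubated 6 hr at 37 C.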
# NPSR antag = antagonists of human neuropeptide S receptor cAMP signaling | Q6W5P4 | CHO-NPSR cells, cAMP TR-FRET, antagonist mode | Potency, µM (titrated, usually from 38.3 µM), inactives show at the top dose activity change, negative = inhibition, usual class: inhibitors | actives 1% (n = 220,000) | AID 1461; note: potency is the fitted concentration of half-maximal effect; % is set by controls: 0 for no effect and ±100 for the full control effect; nearly all actives have a fitted effect of over 50% in size; many of its hits are not listed in these tables
# Target sequence (Q6W5P4 whole entry, looked up): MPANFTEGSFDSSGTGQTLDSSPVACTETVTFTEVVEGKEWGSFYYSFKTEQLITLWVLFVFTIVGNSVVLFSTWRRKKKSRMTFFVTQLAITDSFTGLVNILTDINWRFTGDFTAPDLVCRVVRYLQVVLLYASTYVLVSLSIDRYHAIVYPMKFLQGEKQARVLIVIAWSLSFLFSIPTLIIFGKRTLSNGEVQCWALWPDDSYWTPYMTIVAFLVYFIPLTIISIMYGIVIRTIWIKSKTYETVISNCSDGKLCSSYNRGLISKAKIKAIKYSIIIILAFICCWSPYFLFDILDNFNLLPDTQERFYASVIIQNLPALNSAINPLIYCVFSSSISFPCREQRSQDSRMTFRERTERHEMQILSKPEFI
# Epigenetic reg = regulators of epigenetic silencing causing reporter derepression in mouse cells; murine LDR cells, GFP reporter derepression, 30 h; Potency, µM (top dose mostly 53.9 µM), for inactives: at the highest dose GFP activation, usual class: activators; actives 0.2% (n = 280,000); AID 1865; note: potency is the fitted concentration of half-maximal effect; % of control where 0% means no effect; nearly all actives have a fitted effect of over 60% in size
#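 In this reporter-derepression format, murine cells bearing a silenced integrated CMV-GFP locus incubate with test compound (30 h, 37 C), then are washed and imaged; fluorescent objects of 20–120 um count as induced cells.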
# TexasRed fluor = alters Texas Red total fluorescence, flagging assay interference | actives 0.29% (n = 280,000) | TRb/SRC2 Texas Red total fluorescence interference | Potency, µM (titrated, usually from 106 µM), for inactives: at the top dose fluorescence change, negative = quenching; active = well fitted curve in either direction with a large enough effect; inconclusive = small, poorly fitted or top-dose-only effect; note: potency is the fitted concentration of half-maximal effect; % is set by controls: 0 for no effect and ±100 for the full control effect
#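 Human TRb ligand-binding domain at 0.6 uM with 20 nM Texas Red SRC2 peptide in Tris buffer containing 1 uM T3 and 5% DMSO, incubated with compound 5 h at ambient temperature. Total fluorescence (555/632 nm) calculated as parallel + 2 × perpendicular.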
# Tau FP inhib = blocks human tau fibril formation measured by polarization; K18 P301L tau heparin fibrillization, Alexa594 FP, 6 h; Potency, µM (highest dose often 57.7 µM), inactives show top-dose activity, negative = inhibition, hits mostly inhibitors; actives 0.39% (n = 280,000); AID 1468; note: potency is the fitted concentration of half-maximal effect; % is set by controls: 0 for no effect and ±100 for the full control effect; nearly all actives have a fitted effect of over 55% in size
# Target sequence (P10636 561-689 P618L limits assumed): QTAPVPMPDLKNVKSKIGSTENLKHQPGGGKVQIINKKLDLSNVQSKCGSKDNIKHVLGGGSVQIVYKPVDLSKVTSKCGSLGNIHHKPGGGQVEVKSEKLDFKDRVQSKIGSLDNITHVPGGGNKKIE
#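 Compound effects on tau fibrillization are measured by Alexa 594 fluorescence polarization (ex 555, em 632 nm). K18 P301L tau is used at 15 uM with 0.24 uM labeled tracer, and 20 uM heparin induces aggregation over 6 hr at 37 C.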
# CBFb-RUNX1 inh = inhibitors of human CBF-beta and RUNX1 interaction; Q01196+Q13951; AlphaScreen CBFb-His/RUNX1-biotin binding, biochemical; Potency, µM (top dose mostly 59.8 µM), inactives show top-dose activity, negative = inhibition, most hits filed as inhibitors; 230,000 tested, under 10 active; AID 1477; note: % of control where 0% means no effect
#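 Bead-based AlphaScreen assay; binding partners His-tagged CBF-beta and biotinylated RUNX1 at 30 nM each. Compound exposure 15 min after a 20-min protein preincubation; bead step 90 min; all steps at room temperature.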
# TRb-SRC2 inh = TRbeta-SRC2 interaction inhibition; P10828; TRbeta-SRC2 peptide binding, fluorescence polarization; receptor liganded with 1 µM T3; Potency, µM (top dose mostly 106 µM), for the others: top-dose activity change, negative = inhibition, actives largely listed as inhibitors; actives 0.065% (n = 280,000); AID 1469;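 note: potency is the fitted concentration of half-maximal effect; plate controls were bound peptide for no effect and peptide without receptor for full effect; nearly all actives have a fitted effect of over 50% in size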
#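 Fluorescence polarization of 20 nM Texas Red SRC2 peptide (20-aa NR interaction domain) bound to 0.6 uM human TRb ligand-binding domain, with 1 uM T3, after 5 hr at ambient temperature; inhibition seen as decreased polarization.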
# Numbers without * were called inactive; u = inconclusive; x = no result given; & = joins results of further samples; [ ] = another dose, or the depositor's remark. Unless noted, calls come from the whole dose curve; as a rule, active = well fitted curve in the direction sought with a large enough effect; inconclusive = small, poorly fitted or top-dose-only effect, or another doubt; inactive = no such curve, though single readings can be large; an effect the other way counts as inactive or inconclusive. Not all compounds are listed; the hit share may differ from the screen's.
# Value order – aGal spleen mod	Tau fluor cs	NPSR antag	Epigenetic reg	TexasRed fluor	Tau FP inhib	CBFb-RUNX1 inh	TRb-SRC2 inh
1. CC1=NN2C(=N)/C(=C\c3cc(C)n(-c4ccc(C)cc4)c3C)C(=O)N=C2S1
    -5%	-1%	13µM*	4.4%	-2%	6%	9%	-3%
2. O=C(Nc1nnc(-c2ccco2)o1)c1ccc2ccccc2c1
    -9%	-7%	-8%	u	-1%	2%	-12%	-4%
3. CCOC(=O)C(NCCc1ccccc1F)(NC(=O)CC)C(F)(F)F (stereo not given)
    7%	11%	8%	1.0%	-6%	4%	-29%	-4%
4. O=C(CCn1c(=O)c2sccc2n(CC(=O)NCc2ccco2)c1=O)NCc1ccccc1
    4%	3%	-7%[46.1 µM]	1.8%	-2%	0%	6%	6%
5. CC(C)(C)c1cc2nc3c(c(=O)n2[nH]1)CN(Cc1ccccc1)C3=O
    10%	18%	15%	1.1%	-2%	2%	-3%	-9%
6. COc1ccc2cc([C@H](C)C(=O)O)ccc2c1
    -15%	-29%&-5%&-9%	10%	1.1%	1%	-17%&5%&-7%	29%	-1%
7. Cc1oc2ccc(OS(C)(=O)=O)cc2c1C(=O)OC(C)C
    2%	-18%	25%	-0.3%	-1%	0%	0%	-2%
8. CCOC(=O)CSc1ccc(S(=O)(=O)N2CCC(C)CC2)cc1[N+](=O)[O-]
    -1%	-7%	3%	11%	-3%	1%	3%	4%
9. CCOc1ccc(CNS(=O)(=O)c2ccc(-c3coc(C)n3)cc2)cc1
    x	-6%	x	8.3%	0.0071µM*[quencher]	-6%	x	-11%
10. O=C(CC(Nc1ccc(F)cc1)C(=O)OCC(=O)c1cccs1)c1ccccc1 (stereo not given)
    8%	-21%	-4%	-1.0%	3%	7%	-7%	6%
11. CCC(C)C(=O)Nc1ccc([N+](=O)[O-])cc1OC (stereo not given)
    -4%	-16%	7%	-0.6%	-3%	-1%	7%	1%
12. Cc1ccc(P(=O)(CO)c2ccc(C)cc2)cc1
    8%	-7%	-7%[46.1 µM]	-0.3%	-5%	3%	-1%	-4%
13. Cc1cc(NC(=O)c2ccc(F)cc2)n(-c2ccccn2)n1
    0%	-23%	-24%	-5.9%	0%	-9%	7%	-4%
14. CC1=C(C(=O)Nc2ccccc2)C(c2ccccc2)N2C(=O)CSC2=N1 (stereo not given)
    -25%	4%	-12%[46.1 µM]	-4.8%	1%	3%	-8%	-13%
15. Cc1nc(S(=O)(=O)Nc2ccc3c(c2)OCCO3)cn1C
    9%	13%	22%	-1.0%	0%	1%	7%	2%
16. CCN1CCN(CCNC(=O)C2CCN(Cc3nc(-c4ccc(Cl)cc4)oc3C)CC2)CC1
    0%	-5%	-3%[46.1 µM]	0.8%	-7%	13%	2%	-4%
17. Cc1nn(-c2ccccc2)c(C)c1NC(=O)Cc1cccs1
    2%	-7%	3%	3.1%	-2%	7%	1%	-3%
18. O=C(Cc1cccs1)Nc1nnc(SCC(=O)N2CCCCC2)s1
    -12%	-6%	-11%[46.1 µM]	-0.9%	0%	-8%	3%	2%
19. Cc1cccc(NC(=O)CN2C(=O)N/C(=C/c3cc(C)n(-c4ccncc4)c3C)C2=O)c1
    0%	0%	3%	-3.8%	-4%	-4%	-24%	-4%
20. O=C(COC(=O)Cc1ccc(Br)cc1)NCc1ccc(F)cc1
    1%	-6%	5%	0.1%	1%	-9%	6%	-7%
21. O=C(Nc1ccc(NC(=O)c2ccco2)nc1)c1ccccn1
    6%	-2%	-20%[46.1 µM]	3.0%	1%	-2%	4%	-3%
22. C=CCSc1nc(-c2ccc3c(c2)OCO3)cc(C(F)(F)F)c1C#N
    7%	-19%	u	-1.9%	2%	-14%	-4%	-19%
23. O=C(Nc1cc(Cl)cc2c1[nH]c1cnccc12)c1cccnc1
    -3%	x	x	x	0%	x	u	2%
24. CCc1cc(=O)oc2cc3occ(C)c3cc12
    0%	14%	3%	0.0%	-2%	2%	0%	10%
25. Cc1ccc(NC(=O)CC(C)S(=O)(=O)c2ccc3c(c2)NC(=O)CO3)c(Cl)c1 (stereo not given)
    x	-6%	x	-1.2%	3%	-12%	x	2%
26. COCCCN(C(=S)NC(=O)c1ccc(Br)cc1)c1c(N)n(Cc2ccccc2)c(=O)[nH]c1=O
    -5%	-1%	-7%	-0.4%	0%	-1%	6%	5%
27. Cc1ccc(C(c2sc3nc(-c4ccco4)nn3c2O)N2CCC3(CC2)OCCO3)cc1 (stereo not given)
    x	-20%	x	7.0%	0%	-6%	x	7%
28. CC(C)CCNC(=O)CCCC1=NS(=O)(=O)c2ccccc2N1
    -2%	6%	11%	-2.2%	0%	0%	7%	-5%
29. COc1ccc(NC(=O)c2ccco2)cc1NC(=O)COc1ccc(Cl)c(C)c1
    x	-17%	x	-0.1%	4%	-8%	x	1%
30. COc1ccc(S(=O)(=O)Nc2nnc(CC(C)(C)C)s2)cc1
    4%	4%	-2%	1.1%	-4%	1%	2%	-2%
31. C=CCNC(=O)C1(c2ccccc2)CC1(Cl)Cl (stereo not given)
    4%	4%	5%	0.0%	1%	3%	-6%	4%
32. CC(=O)c1sc2nc(-c3ccc(C)cc3)c3c(c2c1N)CCCC3
    3%	u	-34%	-1.8%	-2%	9%	u	-1%
33. CC(Sc1nc2ccccc2s1)C(=O)NC1CCCc2ccccc21 (stereo not given)
    5%	10%	-26%[46.1 µM]	0.0%	6%	10%	-1%	-3%
34. CC(=O)n1cc([C@@H]2C=C(C(=O)N3CCN(Cc4ccc5c(c4)OCO5)CC3)O[C@H](OCc3ccc(CO)cc3)C2)c2ccccc21
    -5%	-15%	u	u	2%	1%	-25%	14%
35. CCOc1ccc(NC(=O)C(=O)NCCCn2ccnc2)cc1
    1%	-15%	6%[46.1 µM]	-1.8%	-4%	-11%	10%	-2%
36. Cc1ccc(C(=O)N/C(=C\c2ccc(-c3ccc(Br)cc3)o2)C(=O)NC2CCS(=O)(=O)C2)cc1 (stereo not given)
    -3%	1%	5%	-1.0%	-2%	11%	0%	-16%
37. Cc1cc(N2CCN(C)CC2)nc2ccc(NC(=O)c3ccc(Br)o3)cc12
    -8%	u	-3%[46.1 µM]	-4.5%	-10%	9%	-2%	-3%
38. COc1cccc(CNc2ncc(-c3ccc(Br)cc3)n2C)c1
    x	u	x	1.6%	-2%	0%	x	-1%
39. Cc1ccc(NC(=O)Cn2cccc2)cc1C
    -2%	3%	-1%[46.1 µM]	2.5%	3%	1%	-3%	2%
40. COCCCNC(=S)NCCCNc1nc2cc3c(cc2cc1C#N)OCO3
    27%	-4%	-10%[46.1 µM]	-1.0%	-5%	2%	16%	-3%
41. COc1ccc(C2=NOC3(CC(=O)N(c4ccc(Cl)cc4)C3=O)C2)c(OC)c1 (stereo not given)
    -13%	-8%	-11%[46.1 µM]	7.4%	-2%	-6%	2%	2%
42. Cc1cc(C)c2sc(NC(=O)CN3C(=O)CCC3=O)nc2c1
    3%	-1%	4%	0.1%	3%	5%	-1%	-3%
43. CC(C(=O)Nc1ccccc1C(F)(F)F)n1nnc2sc3c(c2c1=O)CCCC3 (stereo not given)
    x	-10%	x	u	0%	-15%	x	-12%
44. Cc1cc(-c2ccccc2N)n[nH]1
    -6%	-8%	1%[46.1 µM]	-2.1%	-2%	5%	2%	3%
45. O=C(NNc1ccc(C(F)(F)F)cc1[N+](=O)[O-])c1ccc(NS(=O)(=O)c2ccc(F)cc2)cc1
    2%	11µM*[quencher]	10µM*	0.0%	0%	u	u	6%
46. Nc1n[nH]c2cc(=O)n(-c3ccc(Cl)cc3)nc12
    -4%	-13%	-31%	-2.1%	-1%	-5%	-8%	-10%
47. CC1=C(C(=O)OCc2ccccc2)C(c2ccc(Cl)cc2)NC(=O)N1CCCCCC(=O)O (stereo not given)
    3%&-16%	-6%&-12%	-34%	1.0%&2.7%	1%&1%	4%&-13%	u	3%&5%
48. CCC(C)[C@H](NC(=O)CCn1nnc2ccccc2c1=O)C(=O)O (stereo not given in full)
    -13%	12%	2%	1.3%	-1%	5%	-1%	-3%
49. Fc1ccc(C(c2nnnn2C2CCCCC2)N2CCCC2)cc1 (stereo not given)
    15%	7%	-24%	-0.5%	0%	6%	1%	-4%
50. O=C(NCCc1c[nH]c2ccccc12)c1cnc2n(c1=O)CCS2
    8%	3%	-5%[46.1 µM]	-1.0%	-6%	5%	-1%	-1%
51. CC(C(=O)NCc1ccccn1)N1C(=O)c2ccccc2C1=O (stereo not given)
    3%	-1%	-1%[46.1 µM]	-0.9%	1%	-1%	6%	-6%
52. CC(C)CCNC(=O)c1cc2cc(S(=O)(=O)N3CCCCC3)ccc2n1C
    x	2%	x	-1.9%	1%	-4%	x	1%
53. CC(C)=CC(=O)OCC(=O)Nc1nc(C)c(Cl)cc1Cl
    -5%	1%	-15%[46.1 µM]	-0.8%	-3%	4%	2%	-4%
54. CCC(=O)c1ccccc1OCCCN1C(=O)NC(C)(C)C1=O
    -5%	4%	-4%[46.1 µM]	0.9%	0%	3%	2%	0%
55. CNC(=S)N/N=C/c1ccco1
    -10%	0%	u	14%	-3%	0%	7%	2%

# A draw from above in order of formula weight, smallest number first:
# Value order – aGal spleen mod	Tau fluor cs	NPSR antag	Epigenetic reg	TexasRed fluor	Tau FP inhib	CBFb-RUNX1 inh	TRb-SRC2 inh
31. C=CCNC(=O)C1(c2ccccc2)CC1(Cl)Cl (stereo not given)
    4%	4%	5%	0.0%	1%	3%	-6%	4%
51. CC(C(=O)NCc1ccccn1)N1C(=O)c2ccccc2C1=O (stereo not given)
    3%	-1%	-1%[46.1 µM]	-0.9%	1%	-1%	6%	-6%
43. CC(C(=O)Nc1ccccc1C(F)(F)F)n1nnc2sc3c(c2c1=O)CCCC3 (stereo not given)
    x	-10%	x	u	0%	-15%	x	-12%
47. CC1=C(C(=O)OCc2ccccc2)C(c2ccc(Cl)cc2)NC(=O)N1CCCCCC(=O)O (stereo not given)
    3%&-16%	-6%&-12%	-34%	1.0%&2.7%	1%&1%	4%&-13%	u	3%&5%
